# CRFBP-R2 block: blocks CRF-induced signaling of the CRF-BP/CRF-R2 complex | HEK293 CRF-R2/CRF-BP, CRF-induced calcium fluorescence | inhibition, % at 11.8 µM | 350,000 compounds, 0.59% hits | AID 588475;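 active = inhibition of the ligand-induced calcium signal above about 50% at the single tested concentration, limit read from the data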
# p-CIP stab down: p/CIP protein destabilization; 290,000 compounds, 0.01% hits; AID 1984; F442A p/CIP-EGFP cells, EGFP fluorescence, 16 h; decrease of EGFP signal, % at 10 µM;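 active = EGFP signal decrease of at least 30% at 10 µM or well 3 SD below plate mean, unless failing retest; inactive = the rest, including hits failing retest or dose response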; also: some compounds called inactive have numbers as strong as hits; many of its hits are not listed in these tables
# IDE act: IDE (human) activation, cell-based | AID 493087 | HEK cells, FAbeta-B cleavage, fluorescence polarization; 0% vehicle, 100% cell-free pure enzyme wells | 340,000 compounds, 0.073% hits | activation, % at 5.96 µM;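 active = activation above the mean of all tested compounds plus 3 SD, set per screening campaign, cut at about 17% in these data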
# IMP-1 inhibitor: inhibitors of Pseudomonas aeruginosa IMP-1 metallo-beta-lactamase; purified IMP-1, nitrocefin hydrolysis, epi-absorbance fluorescence; inhibition, % at 5.6 µM; 290,000 compounds, 0.45% hits; AID 1556;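 active = inhibition above the mean plus 3 SD of all compounds in the same screening run, cut at about 4.5% in these data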;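 also: 0% = IMP-1 with DMSO and 100% = DMSO wells lacking enzyme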
#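 System: purified IMP-1; amount: IMP-1 0.2 nM before substrate addition; compound: single dose, 5.6 µM; times: 25 °C, 15 min preincubation, 25 min reaction; signal: Epi-absorbance via hydrolysed-nitrocefin quenching of white-plate fluorescence, 480/530 nm, EDTA stop; benchmarks: DMSO with and without IMP-1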
# IDE cell inh: inhibitors of human insulin-degrading enzyme in cells; 320,000 compounds, 0.41% hits; AID 434962; inhibition, % at 5.59 µM; HEK cells, FAbetaB cleavage, fluorescence polarization;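 active = percent inhibition above the average of all tested compounds plus 3 SD, set per screening campaign, cut at about 16% in these data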;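 also: IDE supplied by intact live HEK cells; FP after avidin binding of uncleaved biotin substrate so inhibition keeps polarization high; 0% = DMSO wells and 100% = 60 µM reference IDE inhibitor Ii1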
# GalR3 antag: blocks the human galanin receptor 3. O60755. HEK293 GalR3-CNG cAMP membrane potential fluorescence; galR3 body fused to GalR1 C-terminus. inhibition, % at 3 µM. 360,000 compounds, 0.44% hits. AID 651719;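 active = inhibition above the screen-wide average plus 3 SD, cut at about 13% in these data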;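 also: forskolin and galanin both at EC90 stimulate the cells; cAMP rise reported by CNG channel membrane potential dye signal; 0% = forskolin plus galanin with DMSO and 100% = forskolin alone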
# Target sequence (O60755 1-299 limits assumed): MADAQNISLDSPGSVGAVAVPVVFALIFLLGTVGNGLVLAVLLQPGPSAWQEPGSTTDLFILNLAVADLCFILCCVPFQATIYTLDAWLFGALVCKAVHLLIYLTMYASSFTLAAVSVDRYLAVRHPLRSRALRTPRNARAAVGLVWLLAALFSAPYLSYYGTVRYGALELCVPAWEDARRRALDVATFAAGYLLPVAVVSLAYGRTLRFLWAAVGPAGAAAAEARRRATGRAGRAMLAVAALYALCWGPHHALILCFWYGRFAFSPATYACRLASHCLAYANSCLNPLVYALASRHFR
# VIM-2 inhibitor: blocks Pseudomonas aeruginosa VIM-2 metallo-beta-lactamase. purified VIM-2, nitrocefin hydrolysis, epi-absorbance fluorescence. inhibition, % at 5.6 µM. 290,000 compounds, 0.89% hits. AID 1527;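 active = inhibition above the mean of all tested compounds plus 3 SD, cutoff set per screening run, cut at about 7.5% in these data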;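 also: red hydrolysis product quenches plate fluorescence so inhibitors raise well fluorescence; 0% = enzyme with DMSO and 100% = DMSO without enzyme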
# NS3 helicase inh: HCV NS3 helicase inhibition. 290,000 compounds, 0.56% hits. inhibition, % at 10.9 µM. NS3 helicase DNA unwinding, Cy5 molecular beacon fluorescence. AID 1800;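 active = inhibition above the mean of all tested compounds plus 3 SD, set per campaign, cut at about 35% in these data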;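 also: 0% = DMSO wells and 100% = thioflavine S control wells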
#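 Material: hepatitis C virus NS3 helicase domain fragment enzyme; measured by: Cy5 fluorescence, 0 and 60 min reads; control set: DMSO and thioflavine S; incubation: 60 min unwinding reaction at 25 °C after ATP addition; read-out basis: % inhibition from 60/0 min fluorescence ratio, DMSO 0%, thioflavine S 100%; repeats: singlicate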
# UBC9 SUMO inh: inhibitors of human SUMOylation (UBC9). P63279. HTRF SUMOylation assay, SAE1/SAE2 + UBC9, in vitro. inhibition, % at 35 µM. 290,000 compounds, 0.36% hits; in the data active = inhibition above about 50%, passing the limit was not always enough; also: strong numbers were not always called active
# Target sequence (P63279 whole entry, looked up): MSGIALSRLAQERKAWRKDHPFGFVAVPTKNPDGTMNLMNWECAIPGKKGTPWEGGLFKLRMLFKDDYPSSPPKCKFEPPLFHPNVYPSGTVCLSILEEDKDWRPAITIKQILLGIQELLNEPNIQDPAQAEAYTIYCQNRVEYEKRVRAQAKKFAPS
# * hit, by the source's call; / = not tested or not shown. The order is random; 3.2% or so of the library scored in one or more.
SMILES,CRFBP-R2 block,p-CIP stab down,IDE act,IMP-1 inhibitor,IDE cell inh,GalR3 antag,VIM-2 inhibitor,NS3 helicase inh,UBC9 SUMO inh
COc1ccccc1NS(=O)(=O)c1cccc(C(=O)NN=C2CCCC2)c1,5.2,-5.3,3.0,-2.2,5.2,-0.5,-3.6,-1.3,18.9
Cc1ccc(S(=O)(=O)N(C)C)cc1NC(=O)COC(=O)Cc1n[nH]c(=O)c2ccccc12,-5.7,2.4,3.5,0.3,0.4,-1.7,-3.5,6.0,-0.1
Cc1ccc(CNS(=O)(=O)CCNC(=O)c2ccccc2)cc1,2.8,/,4.7,/,0.7,-3.2,/,/,/
CC(NC(=O)C1C(=O)N(CCO)C2(C)CC1c1ccccc1O2)c1ccccc1 (stereo not given),26.8,-4.6,-1.6,-3.2,2.5,-1.6,-2.3,6.9,-7.5
CN(CCO)c1ncnc2c1sc1nc(N3CCOCC3)c3c(c12)CCC3,12.3,-15.4,4.8,3.4,2.2,-2.4,7.5,9.3,22.3
Cc1ccc(-c2nnc(/C=C/c3ccccc3)o2)cc1,1.4,1.3,-1.0,-3.9,-8.6,-0.7,-2.6,4.3,8.0
COCCNC(=O)CCC1CCN(Cc2cccc(-c3ccc(C)o3)c2)CC1,6.2,3.4,-1.2,-2.8,4.8,-2.2,-1.5,-18.3,5.4
CCCOC(=O)c1ccc(NC(=O)C(=O)NCCN(CC)CC)cc1,-3.2,-10.1,-2.3,-2.7,2.2,-3.5,-1.3,-3.5,16.0
O=C(O)c1ccc2c(c1)C(=O)N(NC(=O)c1ccc(O)cc1)C2=O,-1.2,3.3,1.3,-3.7,7.0,0.3,-3.4,7.6,0.6
O=C1CCN(C(=O)Nc2ccccc2Cl)N1,-2.2,10.8,0.8,2.0,1.1,-0.8,-1.2,4.8,-10.4
CN(C)C(=O)/C(=C\c1ccc(-c2cccc([N+](=O)[O-])c2)o1)NC(=O)c1ccccc1,21.6,6.3,-1.5,0.5,-9.3,-3.4,9.2*,14.2,-3.5
O=C(O)CCC(=O)N1CCCC1,-6.5,-9.9,2.4,0.2,-3.1,-4.9,0.4,2.9,9.0
Cc1nn(-c2ccc(N3CCCCC3)nn2)c(C)c1CCC(=O)Nc1cccc(F)c1,3.2,-6.4,-3.2,-0.9,2.2,2.1,-2.9,-26.4,6.0
CC(C)OC(=O)/C(C#N)=C/c1cn(C)c2ccccc12,-8.5,-5.3,4.0,-1.7,-2.5,7.0,-0.1,0.1,11.2
CCOC(=O)CNC(=O)CSc1nnc(-c2cccc(OC)c2)n1CC,-12.9,1.6,0.4,-2.6,-8.7,-0.8,-2.8,0.2,17.5
COc1ccc(CC(=O)NCc2n[nH]c(=S)n2-c2ccccc2)cc1,6.8,14.1,-1.5,-0.7,6.2,-6.0,5.8,9.6,-1.7
Nc1nnn(-c2ccccc2)c1-c1ccccc1,-10.0,/,7.4,/,-0.6,-4.3,/,/,/
CCOC(=O)CN1C(=O)N[C@@H](c2ccccc2)[C@H](C(C)=O)[C@H]1C,3.0,/,4.4,/,0.9,7.8,/,/,/
CCCN(CCC)CCCNC(=O)c1cn(-c2ccc(OC)cc2)c(=O)c2ccccc12,15.1,0.4,-0.8,-2.8,4.5,-6.7,-0.3,5.5,-3.2
CCC(=O)N1CCc2cc(S(=O)(=O)NC(Cc3ccccc3)C(=O)O)ccc21 (stereo not given),-9.7,-11.2,5.2,-1.8,-0.1,-7.8,0.2,8.4,3.5
COc1cccc(NC(=O)COC(=O)C2CC3CCCC(C2)C3=O)c1 (stereo not given),3.5,/,3.5,/,-1.5,-5.9,/,/,/
O=C(Cn1ccc2ccccc2c1=O)N1CCN(c2cccc(Cl)c2)CC1,10.6,-6.1,2.8,-3.7,2.1,4.2,-4.6,4.2,-6.5
CC(O)c1cc2c(cc1NC(=O)c1cnn3c1NC(c1ccco1)CC3C(F)(F)F)OCO2 (stereo not given),-17.0,-6.7,3.3,-3.1,0.1,2.1,-1.9,28.9,16.0
Cc1ccnc2nc(C(=O)Nc3nnc(-c4ccc(Cl)cc4)o3)nn12,5.3,-0.9,10.6,-4.0,2.2,-3.3,-2.3,2.0,11.1
O=C(NCCc1nc2ccccc2[nH]1)c1ccc(Br)o1,-6.9,-2.2,3.2,-1.2,2.1,-7.7,-1.5,5.5,-4.3

# Sorted by length of the SMILES (largest number first): nine of the compounds above.
SMILES,CRFBP-R2 block,p-CIP stab down,IDE act,IMP-1 inhibitor,IDE cell inh,GalR3 antag,VIM-2 inhibitor,NS3 helicase inh,UBC9 SUMO inh
Cc1ccc(S(=O)(=O)N(C)C)cc1NC(=O)COC(=O)Cc1n[nH]c(=O)c2ccccc12,-5.7,2.4,3.5,0.3,0.4,-1.7,-3.5,6.0,-0.1
CC(O)c1cc2c(cc1NC(=O)c1cnn3c1NC(c1ccco1)CC3C(F)(F)F)OCO2 (stereo not given),-17.0,-6.7,3.3,-3.1,0.1,2.1,-1.9,28.9,16.0
CCC(=O)N1CCc2cc(S(=O)(=O)NC(Cc3ccccc3)C(=O)O)ccc21 (stereo not given),-9.7,-11.2,5.2,-1.8,-0.1,-7.8,0.2,8.4,3.5
COc1ccccc1NS(=O)(=O)c1cccc(C(=O)NN=C2CCCC2)c1,5.2,-5.3,3.0,-2.2,5.2,-0.5,-3.6,-1.3,18.9
Cc1ccnc2nc(C(=O)Nc3nnc(-c4ccc(Cl)cc4)o3)nn12,5.3,-0.9,10.6,-4.0,2.2,-3.3,-2.3,2.0,11.1
COc1ccc(CC(=O)NCc2n[nH]c(=S)n2-c2ccccc2)cc1,6.8,14.1,-1.5,-0.7,6.2,-6.0,5.8,9.6,-1.7
COc1cccc(NC(=O)COC(=O)C2CC3CCCC(C2)C3=O)c1 (stereo not given),3.5,/,3.5,/,-1.5,-5.9,/,/,/
CCCOC(=O)c1ccc(NC(=O)C(=O)NCCN(CC)CC)cc1,-3.2,-10.1,-2.3,-2.7,2.2,-3.5,-1.3,-3.5,16.0
O=C(O)CCC(=O)N1CCCC1,-6.5,-9.9,2.4,0.2,-3.1,-4.9,0.4,2.9,9.0

# The listing continues:
SMILES,CRFBP-R2 block,p-CIP stab down,IDE act,IMP-1 inhibitor,IDE cell inh,GalR3 antag,VIM-2 inhibitor,NS3 helicase inh,UBC9 SUMO inh
c1ccc(CSc2nnnn2-c2ccc3c(c2)OCCO3)nc1,-2.4,-1.8,-1.2,-1.6,2.8,-1.3,-1.4,7.6,15.0
COc1ccc(CNC(=O)C(c2ccco2)N(C(=O)c2snc(C(N)=O)c2N)c2ccccc2OC)cc1 (stereo not given),6.6,1.4,0.5,-1.4,-2.5,-9.2,-1.6,-16.4,2.6
O=C(CSc1nc2ccccc2c(=O)[nH]1)Nc1ccccc1C(F)(F)F,6.0,-6.4,-11.2,0.6,-0.7,-10.1,0.4,0.2,15.5
COC(=O)c1sccc1NC(=O)/C=C/c1c(Cl)cccc1Cl,18.2,6.9,-3.4,-4.0,-1.4,2.5,-0.2,0.5,5.6
C=CCN1C(c2ccc(OCC)cc2)=CS/C1=C(\C#N)c1nnc2n1CCCCC2,24.3,-3.8,-0.9,-4.1,3.8,-4.8,-3.1,-6.6,-10.9
COc1ccc(-c2cc3nc4n(c(=O)c3s2)CCCCC4)cc1,8.0,-11.9,-2.4,-2.9,-2.2,2.4,0.0,7.5,3.5
CC[C@@]1(C(=O)OC)N[C@H](CN(C)C(=O)c2ccc(C(C)(C)C)cc2)[C@@H]2C(=O)N(Cc3ccccc3)C(=O)[C@@H]21,2.2,/,4.1,/,-2.6,-5.5,/,/,/
CCOC(=O)c1c(S(=O)(=O)NC2CCN(C(=O)OCC)CC2)c(C)n(C)c1C,-10.1,-27.3,2.8,-2.8,-3.8,-1.6,-1.2,14.8,-0.2
Clc1ccc(-c2n[nH]c3c2CCC3)cc1Cl,-12.1,-11.6,-1.9,-2.4,-4.8,-3.4,-2.6,-9.1,30.4
Cc1cc(/C=C2\SC(=S)N(C)C2=O)c(C)n1-c1ccc(O)cc1,-25.1,-13.4,-19.6,-1.3,15.1,10.7,0.5,13.9,0.6
CCO/N=C(/C)c1c(O)cc(-c2ccccc2)n(-c2ccccc2)c1=O,13.8,-14.9,1.4,2.3,3.1,0.9,0.1,-2.4,-10.5
Cc1ccccc1N(C(=O)c1snc(C(N)=O)c1N)C(C(=O)NCc1ccccc1)c1ccc(O)cc1 (stereo not given),-3.3,-14.8,-2.7,-1.6,0.7,-7.5,-0.9,-7.1,-5.5
O=C(Nc1ccc(-c2nc3ccccc3o2)cc1)c1ccc(N2CCOCC2)c([N+](=O)[O-])c1,-23.7,-17.9,-8.2,-2.5,-2.4,-7.7,-2.4,-2.8,-5.2
N[C@@H](Cc1ccccc1)C(=O)N1CCOCC1,5.6,/,2.6,/,1.6,-3.2,/,/,/
C[C@H](CO)N1C[C@H](C)[C@@H](CN(C)Cc2ccccc2)Oc2c(NS(=O)(=O)c3ccc(F)cc3)cccc2C1=O,7.5,/,3.0,/,-0.6,-5.6,/,/,/
CN(CC(=O)NCCN1CCOCC1)S(=O)(=O)c1ccc(F)cc1,1.0,0.6,4.9,-3.4,0.6,-9.2,-2.1,-0.5,-10.0
CN1CCC(OC(=O)c2ccco2)CC1,14.8,-7.8,-3.0,-5.0,-0.4,-1.1,-5.6,1.4,9.2
O=C(NC1CCCCC1)c1ccccc1NC(=S)NC(=O)C1CC1,36.9,0.8,5.2,-4.6,0.6,-0.9,-4.2,-11.1,15.7
Cn1ncc2c(Nc3ccc(Cl)c(Cl)c3)ncnc21,-10.4,-15.5,-15.0,-0.3,2.0,-1.3,-2.9,-8.7,/
CC1CCCN(CCCN2C(=O)C3C(C(=O)Nc4ccc(Cl)cc4)C4C=CC3(O4)C2C(=O)NC2CCCCC2)C1 (stereo not given),-6.1,-4.9,1.6,-0.4,-3.7,-8.0,0.1,-14.9,6.4
COc1cccc(NS(=O)(=O)NC(=O)c2c[nH]c3ccccc23)c1,9.7,2.4,4.3,-0.7,-2.5,-1.2,-1.4,5.0,-9.6
O=C(Nc1ccc2c(c1)OCO2)c1ccc(Cl)cc1Cl,2.1,-3.3,0.5,-2.0,-0.4,-4.7,0.8,-2.0,-4.2
COc1ccccc1N1CCN(S(=O)(=O)c2ccc3c4c(cccc24)C(=O)N3)CC1,2.5,7.2,-2.8,-2.1,0.6,-8.1,-1.4,1.5,-4.0

# Source: PubChem BioAssay (several laboratories)
